Screening data as filed in PubChem.
GAA glycogen mod – GAA glycogen-cleavage inhibition or activation. P10253. recombinant GAA, glycogen substrate, Amplex Red glucose oxidase fluorescence. Potency, µM (highest dose often 76.4 µM), inactives show at the highest dose activity change, negative = inhibition, actives largely listed as inhibitors. 300,000 compounds, 0.38% hits. AID 2100;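 also: 0% = full enzyme reaction and -100% = no-enzyme basal signal; the screen sought inhibitors and activators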
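Natural-substrate format: glycogen cleavage by 4 nM human enzyme, glucose read by Amplex Red coupling (Ex 573, Em 610 nm). Normalized to enzyme and no-enzyme controls.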
HttQ103 aggreg – inhibitors of mutant huntingtin aggregate formation in PC12 cells; 220,000 compounds, 1.1% hits; AID 1688; Potency, µM (highest dose often 46.1 µM), without a hit: at the top dose activity change, negative = inhibition, hits mostly inhibitors; PC12 HttQ103-GFP aggregates, Acumen cytometry, 40 h; also: % is scaled to controls: 0 for no effect and ±100 for the full control effect; nearly all actives have a fitted effect of over 60% in size
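Steps: seed 1500 PC12 HTTQ103-GFP cells/well; add tebufenozide, 100 nM final; add compound titration; add ATPLite reagent; quantify GFP aggregates by laser scanning cytometry.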
HTT cytoprotect – cytoprotection in Huntington HTT-Q103 PC12 cell model | PC12 HTT-Q103 induced, cytoprotection, ATP luminescence, 40 h | Potency, µM (doses to about 56.4 µM), inactives show cytoprotection (ATP increase), usual class: activators | 230,000 compounds, 0.14% hits;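 also: % of control where 0% means no effect; nearly all actives have a fitted effect of over 45% in size; toxic huntingtin expression switched on by the ecdysone agonist tebufenozide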
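Cells were plated at 1500 per well in phenol red-free DMEM with 5% equine and 5% calf serum. Tebufenozide (100 nM final) and compounds were added, then ATPlite reagent, and luminescence was read.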
GoLoco inh red – inhibitors of human Gai1-RGS12 GoLoco interaction (red fluorophore); 230,000 compounds, 0.44% hits; P63096; Potency, µM (highest dose often 61.6 µM), inactives show at the top dose activity, negative = inhibition, most hits filed as inhibitors; Gai1:RGS12 GoLoco peptide FP, rhodamine, 10 min; active = well fitted inhibition curve with a large enough effect, not every such curve was filed as active; inactive = no such curve, though single readings can be large or run the other way; also: % is scaled to controls: 0 for no effect and ±100 for the full control effect; nearly all actives have a fitted effect of over 30% in size; many of its hits are not listed in these tables
Target sequence (P63096 whole entry, looked up): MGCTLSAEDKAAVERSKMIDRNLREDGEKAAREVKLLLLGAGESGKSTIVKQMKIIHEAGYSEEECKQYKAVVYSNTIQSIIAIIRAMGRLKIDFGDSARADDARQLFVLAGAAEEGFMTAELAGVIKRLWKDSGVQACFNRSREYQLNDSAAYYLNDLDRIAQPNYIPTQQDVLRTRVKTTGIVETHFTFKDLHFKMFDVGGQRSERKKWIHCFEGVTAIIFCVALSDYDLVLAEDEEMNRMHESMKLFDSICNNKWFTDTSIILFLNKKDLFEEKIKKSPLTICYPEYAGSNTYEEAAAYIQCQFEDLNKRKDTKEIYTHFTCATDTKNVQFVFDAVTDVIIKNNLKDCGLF
GAA inh – inhibitors of human lysosomal alpha-glucosidase | P10253 | purified human GAA, 4-MU-alpha-glucoside fluorescence | Potency, µM (titrated, usually from 76.9 µM), for inactives: at the top dose activity change, negative = inhibition, usual class: inhibitors | 200,000 compounds, 0.005% hits | AID 1466;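 also: plate controls were uninhibited enzyme wells for no effect and no-enzyme background for full effect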
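AC50 values come from Hill fits of compound titrations (up to 77 uM) against 4 nM human enzyme. Substrate 4-methylumbelliferyl-alpha-D-pyranoside at 400 uM, pH 5.0 citrate buffer, 20 min room temperature; fluorescence Ex 365/Em 440 after alkaline stop.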
aGlu spleen mod – inhibits or activates alpha-glucosidase in human spleen homogenate | Potency, µM (series often up to 79.9 µM), without a hit: at the highest dose activity change, negative = inhibition, actives largely listed as inhibitors | 240,000 compounds, 0.006% hits | human spleen homogenate, 4-MU-alpha-glucoside fluorescence;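 also: 0% = enzyme with vehicle and -100% = no enzyme basal signal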
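Enzyme source: human spleen homogenate, 1 ug/well. Buffer 50 mM citric acid/K phosphate pH 5.0, 0.01% Tween-20. 4-MU-alpha-glucoside 1 mM; 37 C x 40 min; NaOH/glycine stop; fluorescence.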
IMPase Li cell – IMPase inhibition in cells with lithium potentiation; CHO-M1 cells, IP1 TR-FRET (IP-One), carbachol + lithium; Potency, µM (doses to about 59.4 µM), for inactives: at the highest dose activity, negative = IMPase inhibition, hits mostly inhibitors; 210,000 compounds, 0.35% hits; AID 1457;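 also: IP1 builds up when IMPase is blocked and the TR-FRET signal falls; plate controls were basal vehicle for no effect and high inhibitor control for full effect; nearly all actives have a fitted effect of over 50% in size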
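Lithium-sensitised IP1 accumulation assay; M1-expressing CHO cells treated 30 min at 37C with compound. Competitive antibody detection by time-resolved FRET followed a 10 min room-temperature lysis step.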
Active calls of the source: *; ? = inconclusive; . = no result given; & = joins results of further samples; [ ] = another dose, or the depositor's remark. Unless noted, calls follow the shape of the dose curve; as a rule, active = well fitted curve in the direction sought with a large enough effect; inconclusive = small, poorly fitted or top-dose-only effect, or another doubt; inactive = no such curve, though single readings can be large; an effect the other way counts as inactive or inconclusive. Potency is read from the fitted curve at half-maximal effect. Some of the compounds tested, so the mix of outcomes need not match the whole.

The line under a structure holds: GAA glycogen mod	HttQ103 aggreg	HTT cytoprotect	GoLoco inh red	GAA inh	aGlu spleen mod	IMPase Li cell
O=c1oc2ccccc2cc1O
 : .	.	-40%[inhibitor]	5%	.	5%	8%
O=C(CSc1ccccn1)N/N=C/c1cc([N+](=O)[O-])ccc1O
 : 7%	-30%[9.22 µM]	-12%[10 µM]	-1%	.	0%	.
Cc1ccc(Cn2c(SC(C)C(N)=O)nc3ccccc3c2=O)cc1 (stereo not drawn)
 : 4%	-3%	-27%	10%	10%	0%	0%
Cc1cc(OC(=O)c2ccccc2)n(CCC#N)n1
 : -13%	3%	0%[10 µM]	1%	5%	2%	-1%[38.3 µM]
CCOC(=O)c1cnc2c(c(C3CC3)nn2C)c1N1CCOCC1
 : 10%	-7%[9.22 µM]	-15%[10 µM]	9%	-3%	1%	.
COc1ccc(/C=C/C(=O)N2CCN(S(=O)(=O)/C=C/c3ccccc3)CC2)cc1OC
 : 10%	-15%	2%[10 µM]	12%	6%	-6%	1%
O=C(CSC1=Nc2ccccc2C2=NC(c3ccccc3)C(=O)N12)NC1CCCCC1 (stereo not drawn)
 : 5%	-2%[9.22 µM]	8%	5%	?	-3%	29%[38.3 µM]
O=C(CSc1ncnc2scc(-c3ccccc3)c12)NC1CCS(=O)(=O)C1 (stereo not drawn)
 : 1%	13%[9.22 µM]	-5%[10 µM]	5%	-22%	3%	.
COc1cc2nc(-c3ccc(Br)o3)oc(=O)c2cc1OC
 : -2%	29%	-20%	-22%	-10%	-8%	?
Cc1c(C(=O)NCc2ccco2)cccc1[N+](=O)[O-]
 : 11%	-2%	8%[10 µM]	-1%	-2%	8%	2%
COC(=O)c1ccc(CN(C(C)=O)c2ccccc2)o1
 : 0%	16%[9.22 µM]	1%	-16%	-6%	-4%	0%[38.3 µM]
C=CCn1c(SCC(=O)NC(=O)c2cccc([N+](=O)[O-])c2)nnc1-c1ccccc1F
 : -7%	-2%	9%[10 µM]	-3%	1%	-1%	-1%
CCOC(=O)C1=C(C)Nc2ncnn2C1c1cc(OC)ccc1OC (stereo not drawn)
 : -4%	17%	9%	9%	-8%	-3%	9%[38.3 µM]
CCOC(=O)c1cccc(NC(=O)Cn2cnc3c2c(=O)n(C)c(=O)n3C)c1
 : 6%	0%	-2%[10 µM]	1%	?	2%	9%[38.3 µM]
CC(C)c1ccccc1N=C1SCCN1C1CCS(=O)(=O)C1 (stereo not drawn)
 : -7%	-19%	6%	0%	-3%	-3%	7%[38.3 µM]
CC(C)CNC(=O)c1ccccc1NC(=O)c1ccccc1N(C)S(=O)(=O)c1ccccc1
 : 8%	4%	-1%[10 µM]	9%	2%	-4%	0%
COC(=O)[C@@H]1CCCN1C(=O)CCc1nnc(C2CCCCC2)o1
 : 3%	7%[9.22 µM]	27%[10 µM]	-2%	-4%	-3%	-6%
CCCCCCCC1=Cc2ccc(F)cc2C(C(C(=O)OC)C(=O)OC)N1C(=O)OC (stereo not drawn)
 : .	.	-45%	0%	.	3%	5%&9%
O=C(NC1CCCC1)c1ccc(COCC(F)(F)F)o1
 : 2%	-14%	10%	0%	?	0%	9%[38.3 µM]
O=C(Nc1cccc(F)c1)NC1(C(=O)N2CCN3CCCC3C2)CCCCC1 (stereo not drawn)
 : 7%	-11%	5%[10 µM]	7%	3%	0%	4%
C/C(NC(=O)c1cccs1)=C1\C(=O)C[C@@H]2[C@H]1C2(C)C
 : -3%	-15%	2%	22%	-8%	-3%	.
Cc1ccc(NC(=O)C(=O)NCCCN2CCOCC2)c(C)c1
 : -4%	16%[9.22 µM]	33%[10 µM]	-1%	.	-9%	.
CCCCc1cn([C@@H](CCCCN)C(=O)N2CCNCC2)nn1
 : 14%	-1%[9.22 µM]	11%[10 µM]	-6%	.	-2%	1%
Cc1nc(NC(=O)CCl)sc1C(=O)N(C)C
 : 10%	-2%[9.22 µM]	19%[10 µM]	8%	10%	6%	5%
Cc1ccc(/C=N/NC(=O)c2nc3nc(C)cc(C)n3n2)cc1
 : -7%	-2%	-4%[10 µM]	0%	12%	4%	-9%
CCOc1ccc(C2C(C(=O)c3ccco3)=C(O)C(=O)N2CCCn2ccnc2)cc1 (stereo not drawn)
 : -10%	-7%	-8%[0.074 µM]	21%	-1%	-17%	-15%[38.3 µM]
COc1ccccc1CCn1c(=O)c(-c2ccc(F)c(F)c2)nc2cncnc21
 : .	.	18%	19%	.	-3%	17%
O=S(=O)(c1ccccc1)c1nc(-c2ccco2)oc1N1CCOCC1
 : 3%	0%	-3%	-8%	-1%	-4%	21%[38.3 µM]
COc1ccc2nc3oc(C(=O)N4CCC(C(N)=O)CC4)cc3cc2c1
 : 4%	-2%	-15%	-15%	14%	2%	-12%[38.3 µM]
CCCCCN1CC(O)=C(c2ccccc2)C1=N
 : 8%	-1%[9.22 µM]	6%	15%	4%	6%	-2%[38.3 µM]
CCN1CCN(CC(=O)c2cc(OC)c(OC)c(OC)c2)CC1
 : -2%	-2%	-32%[inhibitor]	-4%	?	-5%	16%
O=[n+]1c2c(n([O-])c3ccccc31)CCCC2
 : 6%	3%	6%	318%	-4%	-1%	14%[38.3 µM]
CC(=O)c1cccc(NC(=O)Oc2ccccc2)c1
 : -4%	-5%	-31%	12%	2%	-10%	-32%[38.3 µM]
O=C(COc1ccccc1F)N/N=C1\CCCc2ccccc21
 : 11%	7%	9%[10 µM]	.	2%	0%	.
COc1ccc(-c2nc3cnc(OC)nc3n(C[C@H]3CCCO3)c2=O)cc1
 : .	.	-193%[inhibitor]	3%	.	-3%	-8%
C#CCNC(=O)C1=C[C@@H](c2coc3ccccc3c2=O)[C@H](CCCO)[C@@H](OCC)O1
 : 1%	20%[9.22 µM]	27%[10 µM]	2%	.	-2%	2%
CCCCC1=CC2=CC(=O)C(C)(OC(=O)CC)C(=O)C2=CN1C1CCCC1 (stereo not drawn)
 : 10%	-30%[9.22 µM]	-12%&-38%[10 µM]	2%[14.2 µM]	.	0%[17.4 µM]	9%
CC(=O)N(CC(=O)Nc1sc(C)c(C)c1C(N)=O)Cc1ccccc1
 : -7%	5%[9.22 µM]	0%[10 µM]	5%	7%	-3%	6%
O=C(NCCCN1CCOCC1)C(=O)NCc1ccco1
 : 18%	5%[9.22 µM]	23%[10 µM]	9%	13%	-5%	-2%
Cc1c(C(=O)NCCN2CCOCC2)oc2ccccc12
 : -8%	-7%	-1%	1%	2%	-6%	25%[38.3 µM]
CCOCCn1c(CN2CCC(Cc3ccccc3)CC2)nc2c1c(=O)n(C)c(=O)n2C
 : 1%	25%	3%[0.074 µM]	1%	-2%	1%	-16%[38.3 µM]
CCn1c(-c2ccc([N+](=O)[O-])cc2)n[nH]c1=S
 : -8%	8%	-20%	5%	6%	-5%	4%[38.3 µM]
CCCCNC(=O)CNC(=O)c1cccs1
 : -8%	8%	10%	-1%	-2%	-9%	-2%[38.3 µM]
CCCC(=O)Nc1ccc(NC(=S)NC(=O)c2ccccc2[N+](=O)[O-])cc1
 : 7%	-27%	-2%[10 µM]	3%	2%	-3%	9%
O=C(NCc1ccccn1)c1cc2c(ccc3ccccc32)oc1=O
 : -3%	18%	-9%	8%	2%	17%	-4%

Next section:
mol	GAA glycogen mod	HttQ103 aggreg	HTT cytoprotect	GoLoco inh red	GAA inh	aGlu spleen mod	IMPase Li cell
COc1cccc(NC(=O)Cn2c(SCC(=O)N3CCOCC3)nc3ccccc32)c1	0%	9%	16%[10 µM]	-6%	5%	-7%	-9%
Cc1c(N=Cc2ccc(-c3ccc(Cl)cc3)o2)c(=O)n(-c2ccccc2)n1C	-11%	-1%	-8%[10 µM]	2%	-7%	2%	8%[38.3 µM]
O=C(Nc1cccc(S(=O)(=O)N2CCCCC2)c1)c1ccccc1NS(=O)(=O)c1ccc(F)cc1	3%	29%	17%[1.9 µM]	2%	1%	-2%	21%
O=C(CCSc1ccccc1)Nc1nnc(-c2cccs2)o1	2%	-4%[9.22 µM]	18%[10 µM]	4%	.	0%	-1%
CN(C)/C=C1\NC(=S)N(c2ccc(Cl)cc2)C1=O	?	-7%[9.22 µM]	8%[10 µM]	68%[activator]	.	3%	4%
CNC(=O)[C@H](C)[C@H]1C[C@]1(C)[C@H](NC(=O)OCc1ccccc1)c1ccccc1	.	.	25%	5%	.	-11%	-7%
CCCc1nc(NCc2ccc3c(c2)OCO3)c2nnn(Cc3ccccc3Cl)c2n1	2%	-5%	-35%[10 µM]	4%	3%	-13%	1%
O=C(/C=C/c1ccc(Cl)c([N+](=O)[O-])c1)Nc1cccnc1	0%	11%	5%[10 µM]	4%	-10%	-12%	3%

Of the compounds above, eight have an aryl methoxy group.
mol	GAA glycogen mod	HttQ103 aggreg	HTT cytoprotect	GoLoco inh red	GAA inh	aGlu spleen mod	IMPase Li cell
COc1ccc(/C=C/C(=O)N2CCN(S(=O)(=O)/C=C/c3ccccc3)CC2)cc1OC	10%	-15%	2%[10 µM]	12%	6%	-6%	1%
COc1cc2nc(-c3ccc(Br)o3)oc(=O)c2cc1OC	-2%	29%	-20%	-22%	-10%	-8%	?
CCOC(=O)C1=C(C)Nc2ncnn2C1c1cc(OC)ccc1OC (stereo not drawn)	-4%	17%	9%	9%	-8%	-3%	9%[38.3 µM]
COc1ccccc1CCn1c(=O)c(-c2ccc(F)c(F)c2)nc2cncnc21	.	.	18%	19%	.	-3%	17%
COc1ccc2nc3oc(C(=O)N4CCC(C(N)=O)CC4)cc3cc2c1	4%	-2%	-15%	-15%	14%	2%	-12%[38.3 µM]
CCN1CCN(CC(=O)c2cc(OC)c(OC)c(OC)c2)CC1	-2%	-2%	-32%[inhibitor]	-4%	?	-5%	16%
COc1ccc(-c2nc3cnc(OC)nc3n(C[C@H]3CCCO3)c2=O)cc1	.	.	-193%[inhibitor]	3%	.	-3%	-8%
COc1cccc(NC(=O)Cn2c(SCC(=O)N3CCOCC3)nc3ccccc32)c1	0%	9%	16%[10 µM]	-6%	5%	-7%	-9%
